Source: PubChem (Southern Research Specialized Biocontainment Screening Center)
M. tuberculosis = growth inhibition of non-replicating M. tuberculosis (AID 488890); inhibition, % at 25 µM; hits with a dose series show IC50 in µM; actives 0.39% (n = 320,000); Mycobacterium tuberculosis non-replicating, growth inhibition; higher % means a stronger effect; in the data active = a potency from the dose series; inconclusive = inhibition mostly from about 82% at the one dose, without a potency; inactive = the rest, 99 in 100 with inhibition below about 76%;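 note: plate controls were DMSO cells for no effect and high antibiotic wells for full effect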
influenza NS1A = H1N1 influenza NS1A inhibitors, functional cell based assay (AID 504329); NS1A functional cell-based assay, percent inhibition; higher % means a stronger effect; one-dose inhibition, % at 12.5 µM; IC50 in µM for titrated hits; actives 0.3% (n = 340,000); in the data active = a potency from the dose series; inconclusive = inhibition above about 27% without an active follow-up result; note: strong numbers were not always called active
PhoP GFP inhibition = PhoP regulon inhibitors, Salmonella typhi PhoP promoter GFP reporter, confirmatory (AID 1850). actives 0.33% (n = 310,000). one-dose inhibition, % at 50 µM; IC50 in µM for titrated hits. Salmonella Typhi PhoP-promoter GFP reporter, fluorescence, 4 h; higher % means a stronger effect; in the data active = a potency from the dose series; inconclusive = inhibition mostly from about 25% at the one dose, without a potency; inactive = the rest, 99 in 100 with inhibition below about 19%;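 note: 0% = induced wells with vehicle and 100% = uninduced wells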
H37Rv inhibition = M. tuberculosis growth inhibition, HTS (AID 449762). inhibition, % at 25 µM; hits with a dose series show IC50 in µM. actives 0.59% (n = 330,000). M. tuberculosis H37Rv growth inhibition, 7H9 media; higher % means a stronger effect; in the data active = a potency from the dose series; inconclusive = inhibition above about 70% without an active follow-up result;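 note: bacterial growth assessed after seven days of incubation; strong numbers were not always called active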
VEEV TC-83 Vero = inhibitors of VEEV TC-83 cytopathic effect, confirmation, Vero cells (AID 588727). Vero cells, VEEV TC-83 cytopathic effect inhibition; higher % means a stronger effect. inhibition, % at 20 µM, or IC50 in µM where a hit was titrated. actives 0.13% (n = 350,000); in the data active = a potency from the dose series; inconclusive = inhibition mostly from about 14% at the one dose, without a potency; inactive = the rest, 99 in 100 with inhibition below about 12%; note: strong numbers were not always called active
VEEV TC-83 Vero 10K pilot screen = also measured in VEEV TC-83 Vero; calls as there; inhibition, %; measured here: 10K pilot screen inhibition
* hit, by the source's call.

For CC(=O)N1CCCC1(C(=O)O)c1ccccc1 (centres undefined) the results were M. tuberculosis -5%, influenza NS1A -10%, PhoP GFP inhibition -4%, H37Rv inhibition -6% and VEEV TC-83 Vero 0.9%.
Screening OCCNc1nnc(-c2ccccc2)c(-c2ccccc2)n1 returned M. tuberculosis -13%, influenza NS1A -1%, PhoP GFP inhibition 1%, H37Rv inhibition -11% and VEEV TC-83 Vero 0.2%.
`COc1cc(C(=O)NCc2ccc(-n3cccc3)cc2)cc(OC)c1OC` gave M. tuberculosis 1%, influenza NS1A 4%, PhoP GFP inhibition 0%, H37Rv inhibition 1% and VEEV TC-83 Vero 1.3%.
`ON=C1CCCCCCCC1` gave influenza NS1A 1% and VEEV TC-83 Vero 1.8%.
`COc1ccc(/C=N/Nc2nc(=O)[nH]nc2C)cc1OC` gave M. tuberculosis -5%, influenza NS1A -8%, PhoP GFP inhibition 6%, H37Rv inhibition -4% and VEEV TC-83 Vero 0.2%.
For Cc1c(CC(=O)NCCC(C)C)c(=O)oc2cc3c(cc12)CCC(C)(C)O3 the results were M. tuberculosis -1%, influenza NS1A -10%, PhoP GFP inhibition -15%, H37Rv inhibition 0% and VEEV TC-83 Vero inactive.
O=C(Nc1ccccc1N1CCN(c2ccc(F)cc2)CC1)c1ccccc1 was read as M. tuberculosis -6%, influenza NS1A 0%, PhoP GFP inhibition -4%, H37Rv inhibition 1% and VEEV TC-83 Vero 0.4%.
For CCC/C(=N\NC(=O)CNC(=O)/C=C/c1ccco1)c1ccccc1 the results were M. tuberculosis -14%, influenza NS1A 17%, PhoP GFP inhibition 0%, H37Rv inhibition 2% and VEEV TC-83 Vero 0.5%.
CCN(CC)Cc1c[nH]c2c(C(=O)OC)cccc12 was read as influenza NS1A -16%, H37Rv inhibition -1% and VEEV TC-83 Vero inactive.
`COc1ccc(CCNC(=O)Cc2cccs2)cc1OC` gave M. tuberculosis 3%, influenza NS1A -8%, PhoP GFP inhibition 6%, H37Rv inhibition 4% and VEEV TC-83 Vero 0.8%.
For CC1(C)CC(=O)C(=Cc2cn(CCC#N)nc2-c2ccc(Cl)cc2)C(=O)C1 the results were M. tuberculosis inconclusive, influenza NS1A 9%, PhoP GFP inhibition -2%, H37Rv inhibition 8% and VEEV TC-83 Vero 1.3%.
`O=C(O)c1cccnc1-c1ncccc1C(=O)O` gave M. tuberculosis -16%, influenza NS1A 1%, PhoP GFP inhibition -13%, H37Rv inhibition -10% and VEEV TC-83 Vero inactive.
Cc1nn(C)c(C)c1NC(=O)c1ccc(Cl)cc1 was read as M. tuberculosis -19%, influenza NS1A 4%, PhoP GFP inhibition 2%, H37Rv inhibition -3% and VEEV TC-83 Vero 4.3%.
For COc1ccc(CCNC(=O)c2nnn(-c3cccc(C)c3)c2N)cc1OC the results were M. tuberculosis 24%, influenza NS1A 3%, PhoP GFP inhibition -2%, H37Rv inhibition -11% and VEEV TC-83 Vero 9.1%.
Screening CCC(C(=O)Nc1c2c(nn1C(C)(C)C)CS(=O)(=O)C2)c1ccccc1 (centres undefined) returned M. tuberculosis -1%, influenza NS1A -6%, PhoP GFP inhibition -10%, H37Rv inhibition -2% and VEEV TC-83 Vero 2.6%.
`O=C(Cn1nc(-c2ccc3c(c2)OCCO3)ccc1=O)Nc1ccc(N2CCOCC2)cc1` gave M. tuberculosis 2%, PhoP GFP inhibition -12% and H37Rv inhibition -2%.
Screening Cc1cc(C)c(OCC(=O)Nc2ccc(N3CCOCC3)cc2)c(Br)c1 returned M. tuberculosis -3%, influenza NS1A 3%, PhoP GFP inhibition 7%, H37Rv inhibition -3% and VEEV TC-83 Vero 2.4%.
Cc1nnc(SCC(=O)NNC(=O)c2ccc(Br)cc2)n1C was read as M. tuberculosis 1%, PhoP GFP inhibition 3%, H37Rv inhibition 13% and VEEV TC-83 Vero 0.7%.
CCC(=O)N1CCc2cc(S(=O)(=O)CCC(=O)Nc3cccc(C)n3)ccc21 was read as M. tuberculosis -1%, influenza NS1A -7%, PhoP GFP inhibition -8%, H37Rv inhibition 1% and VEEV TC-83 Vero 0.4%.
`CNc1c([N+](=O)[O-])cnn1-c1ccc(F)cc1` gave M. tuberculosis -7%, influenza NS1A 4%, PhoP GFP inhibition -6%, H37Rv inhibition -2% and VEEV TC-83 Vero 1.1%.
For COC(=O)c1c(NC(=O)CCNCc2ccco2)sc2c1CCC2 the results were M. tuberculosis 12%, influenza NS1A 6%, PhoP GFP inhibition 7%, H37Rv inhibition -4% and VEEV TC-83 Vero 4.5%.
For CC(CNc1ccccc1O)C(=O)O (centres undefined) the results were M. tuberculosis -8%, influenza NS1A 0%, PhoP GFP inhibition -3%, H37Rv inhibition -10% and VEEV TC-83 Vero inactive.
O=C(CC1C(=O)NCCN1Cc1ccc(-c2ccccc2)cc1)NCCOc1cccnc1 (centres undefined) was read as M. tuberculosis 7%, influenza NS1A -11%, PhoP GFP inhibition -3%, H37Rv inhibition 8% and VEEV TC-83 Vero inactive.
For CC(C)=CCCC1(C)C=Cc2c(ccc3c2[nH]c2cc(O)c(C)cc23)O1 (centres undefined) the results were M. tuberculosis 10%, influenza NS1A 9%, PhoP GFP inhibition -9%, H37Rv inhibition 14% and VEEV TC-83 Vero 0.2%.
For O=C(O)c1ccc(N2C(=O)CC(Cc3ccccc3)C2=O)cc1 (centres undefined) the results were M. tuberculosis -4%, influenza NS1A -6%, PhoP GFP inhibition -5%, H37Rv inhibition -1% and VEEV TC-83 Vero 1.3%.
Cc1ncsc1CCSc1nc2ccccc2c(=O)n1C was read as M. tuberculosis 44%, influenza NS1A -13%, PhoP GFP inhibition -11%, H37Rv inhibition -1% and VEEV TC-83 Vero 0.1%.
For Cc1ccc(C(=O)NCCNc2ccc([N+](=O)[O-])cc2C(F)(F)F)cc1 the results were M. tuberculosis -15%, influenza NS1A 7%, PhoP GFP inhibition 0%, H37Rv inhibition 13% and VEEV TC-83 Vero 6.6%.
For O=c1cc(CSc2nnc(-c3cccs3)n2Cc2ccccc2)nc2sc3ccccc3n12 the results were M. tuberculosis 27%, influenza NS1A 2%, PhoP GFP inhibition -4%, H37Rv inhibition -6% and VEEV TC-83 Vero 5.4%.
CCCCC(CC)CNC(=O)/C=C/c1ccc(F)cc1 (centres undefined) was read as M. tuberculosis 46%, PhoP GFP inhibition 1% and H37Rv inhibition -6%.
For CCN(CC)S(=O)(=O)c1ccc(C)c(NC(=S)NNC(=O)C2CC2)c1 the results were M. tuberculosis -25%, influenza NS1A -6%, PhoP GFP inhibition 1%, H37Rv inhibition -6% and VEEV TC-83 Vero inactive.
`Cc1ccccc1-n1c(=O)cc(N2CCC3(CC2)OCCO3)[nH]c1=O` gave M. tuberculosis -27%, influenza NS1A -7%, PhoP GFP inhibition -5%, H37Rv inhibition -2% and VEEV TC-83 Vero inactive.
For COC(=O)[C@H](C)NC(=O)Nc1cccc(C)c1 the results were M. tuberculosis -8%, influenza NS1A 4%, PhoP GFP inhibition 12%, H37Rv inhibition 4% and VEEV TC-83 Vero 4.9%.
`Cc1cc(OC(C)C(=O)NCCCN2CCOCC2)c2c(C)cc(=O)oc2c1` (centres undefined) gave M. tuberculosis 3%, influenza NS1A -4%, PhoP GFP inhibition 5%, H37Rv inhibition -3% and VEEV TC-83 Vero 2.0%.
CCn1cc(C(=O)NCc2ccc(OC)cc2)c(=O)c2ccc(C)nc21 was read as M. tuberculosis -1%, influenza NS1A -4%, PhoP GFP inhibition -3%, H37Rv inhibition -1% and VEEV TC-83 Vero 0.5%.
Screening CC(=O)Cc1nsc(NC(=O)c2ccc(F)cc2)n1 returned M. tuberculosis -3%, influenza NS1A 8%, PhoP GFP inhibition 11%, H37Rv inhibition 0% and VEEV TC-83 Vero 0.4%.
Screening CC1C(=O)C(C)C(c2ccc([N+](=O)[O-])cc2)NC1c1ccc([N+](=O)[O-])cc1 (centres undefined) returned M. tuberculosis -8%, influenza NS1A 10%, PhoP GFP inhibition 5%, H37Rv inhibition 2% and VEEV TC-83 Vero 0.7%.
Screening CC(C)CCNC(=O)c1cc2c(=O)n3ccccc3nc2s1 returned M. tuberculosis 5%, influenza NS1A 1%, PhoP GFP inhibition 5%, H37Rv inhibition 6% and VEEV TC-83 Vero 1.6%.
O=C(Cc1cccs1)N1CCN(c2ccc(F)cc2)CC1 was read as M. tuberculosis 18%, influenza NS1A 3%, PhoP GFP inhibition -25%, H37Rv inhibition -5% and VEEV TC-83 Vero 0.4%.
Screening CCc1c(C(=O)c2ccc(Cl)cc2)oc2c(C)c3oc(=O)cc(C)c3cc12 returned M. tuberculosis -7%, PhoP GFP inhibition -13% and H37Rv inhibition -6%.
For COc1ccc(S(=O)(=O)NNC(=O)Nc2ccc(F)cc2F)c(OC)c1 the results were M. tuberculosis -8%, influenza NS1A 24%, PhoP GFP inhibition -6%, H37Rv inhibition -6% and VEEV TC-83 Vero 0.8%.
CCN(CC)S(=O)(=O)c1ccc(NC(=O)CN(c2ccc(OC)cc2OC)S(C)(=O)=O)cc1 was read as M. tuberculosis 26%, influenza NS1A 1%, PhoP GFP inhibition 2%, H37Rv inhibition -1%, VEEV TC-83 Vero 5.3% and VEEV TC-83 Vero 10K pilot screen 6.2.
For Cc1ccccc1OCCC(=O)OCC(=O)NC1CCS(=O)(=O)C1 (centres undefined) the results were M. tuberculosis -2%, influenza NS1A -10%, PhoP GFP inhibition -5%, H37Rv inhibition -3% and VEEV TC-83 Vero 0.1%.
For COc1ccccc1N1CCN(C(CNS(=O)(=O)c2cc(F)ccc2F)c2cccnc2)CC1 (centres undefined) the results were M. tuberculosis 35%, influenza NS1A -14%, PhoP GFP inhibition -3%, H37Rv inhibition 4% and VEEV TC-83 Vero inactive.
For O=C(NNC1CC(=O)N(c2ccc(Cl)cc2)C1=O)c1ccco1 (centres undefined) the results were M. tuberculosis 63%, influenza NS1A 0%, PhoP GFP inhibition 3%, H37Rv inhibition -2% and VEEV TC-83 Vero 1.5%.
For C=CCSc1nnc2c(n1)OC(c1ccco1)Nc1ccccc1-2 (centres undefined) the results were M. tuberculosis -14%, influenza NS1A 2%, PhoP GFP inhibition -4%, H37Rv inhibition -9% and VEEV TC-83 Vero 1.7%.

The list goes on; the last three above are carried over.
For COc1ccccc1N1CCN(C(CNS(=O)(=O)c2cc(F)ccc2F)c2cccnc2)CC1 (centres undefined) the results were M. tuberculosis 35%, influenza NS1A -14%, PhoP GFP inhibition -3%, H37Rv inhibition 4% and VEEV TC-83 Vero inactive.
For O=C(NNC1CC(=O)N(c2ccc(Cl)cc2)C1=O)c1ccco1 (centres undefined) the results were M. tuberculosis 63%, influenza NS1A 0%, PhoP GFP inhibition 3%, H37Rv inhibition -2% and VEEV TC-83 Vero 1.5%.
For C=CCSc1nnc2c(n1)OC(c1ccco1)Nc1ccccc1-2 (centres undefined) the results were M. tuberculosis -14%, influenza NS1A 2%, PhoP GFP inhibition -4%, H37Rv inhibition -9% and VEEV TC-83 Vero 1.7%.
`COc1ccc(Cn2nnnc2C(c2ccc(C)cc2)N2CCN(C3CCCC3)CC2)cc1` (centres undefined) gave M. tuberculosis 9%, influenza NS1A 3%, PhoP GFP inhibition 6%, H37Rv inhibition -4% and VEEV TC-83 Vero 0.0%.
`O=[N+]([O-])c1ccc2c(c1)C(N1CCOCC1)/C(=C/C1(O)CCCCC1)O2` (centres undefined) gave M. tuberculosis -7%, influenza NS1A 7%, PhoP GFP inhibition -1%, H37Rv inhibition -4% and VEEV TC-83 Vero 0.3%.
COc1ccc(C2(C)NC(=O)N(CC(=O)Nc3ccc4ccccc4c3)C2=O)cc1OC (centres undefined) was read as influenza NS1A -14% and VEEV TC-83 Vero 9.5%.
Screening C=CCOc1ccc(C(=O)Nc2ccc(OCC)cc2)cc1 returned M. tuberculosis 39%, influenza NS1A 7%, PhoP GFP inhibition -5%, H37Rv inhibition -5% and VEEV TC-83 Vero 1.6%.
`CCCOc1cccc(C(=O)NCCCNC(=O)c2ccccn2)c1` gave M. tuberculosis -3%, influenza NS1A 3%, PhoP GFP inhibition 2%, H37Rv inhibition -12% and VEEV TC-83 Vero 1.7%.
`Cc1cc(=O)oc2c(O)c(O)ccc12` gave influenza NS1A -5% and VEEV TC-83 Vero 0.1%.
For O=C(c1ccccc1)c1cc(F)c(N2CCOCC2)cc1Cl the results were M. tuberculosis -6%, influenza NS1A 6%, PhoP GFP inhibition -4%, H37Rv inhibition 0% and VEEV TC-83 Vero 2.4%.

Two compounds drawn at random from the list so far, as already listed:
`O=[N+]([O-])c1ccc2c(c1)C(N1CCOCC1)/C(=C/C1(O)CCCCC1)O2` (centres undefined) gave M. tuberculosis -7%, influenza NS1A 7%, PhoP GFP inhibition -1%, H37Rv inhibition -4% and VEEV TC-83 Vero 0.3%.
`Cc1cc(=O)oc2c(O)c(O)ccc12` gave influenza NS1A -5% and VEEV TC-83 Vero 0.1%.
